Source: PubChem BioAssay (National Center for Advancing Translational Sciences (NCATS))
HTT ATP protect: protects HTT-Q103 PC12 cells, measured by ATP | PC12 HTT-Q103 induced, cytoprotection, ATP luminescence, 40 h | Potency, µM (titrated, usually from 56.4 µM), for inactives: cytoprotection (ATP increase), usual class: activators | 230,000 tested, 0.14% active;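 also: % of control where 0% means no effect; nearly all actives have a fitted effect of over 45% in size; toxic huntingtin expression switched on by the ecdysone agonist tebufenozide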
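PC12 cells with ecdysone-inducible HTT exon 1 Q103-GFP, induced with 100 nM tebufenozide and co-treated with library compounds in a dose series (1536-well, 1500 cells/well). Cytoprotection read as ATP content by ATPlite luminescence.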
IMPase Li cell: membrane-permeable IMPase blocker, potentiated with lithium. Potency, µM (doses to about 59.4 µM), for inactives: at the top dose activity, negative = IMPase inhibition, most hits filed as inhibitors. 210,000 tested, 0.35% active. CHO-M1 cells, IP1 TR-FRET (IP-One), carbachol + lithium. AID 1457;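 also: IP1 builds up when IMPase is blocked and the TR-FRET signal falls; plate controls were basal vehicle for no effect and high inhibitor control for full effect; nearly all actives have a fitted effect of over 50% in size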
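Readout is a homogeneous TR-FRET IP1 immunoassay (Ex 320, Em 665 and 620), where raised cytosolic IP1 lowers signal. Cells were CHO-M1 treated 30 min at 37C with test compounds plus a little lithium; AC50 values came from Hill-equation fitting.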
GAA glycogen: alters human alpha-glucosidase cleavage of glycogen; 300,000 tested, 0.38% active; Potency, µM (series often up to 76.4 µM), without a hit: at the highest dose activity change, negative = inhibition, hits mostly inhibitors; recombinant GAA, glycogen substrate, Amplex Red glucose oxidase fluorescence; P10253;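 also: 0% = full enzyme reaction and -100% = no-enzyme basal signal; the screen sought inhibitors and activators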
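Recombinant human enzyme (4 nM); glycogen substrate; 37 C, 40 min, pH 5.0. Readout: coupled glucose oxidase/Amplex Red fluorescence.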
aGlu spleen mod: lysosomal alpha-glucosidase (human) modulation; human spleen homogenate, 4-MU-alpha-glucoside fluorescence; Potency, µM (titrated, usually from 79.9 µM), inactives show at the highest dose activity change, negative = inhibition, most hits filed as inhibitors; 240,000 tested, 0.006% active;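 also: 0% = enzyme with vehicle and -100% = no enzyme basal signal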
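Enzyme source: human spleen homogenate, 1 ug/well. Buffer 50 mM citric acid/K phosphate pH 5.0, 0.01% Tween-20. 4-MU-alpha-glucoside 1 mM; 37 C x 40 min; NaOH/glycine stop; fluorescence.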
RGS12 GoLoco inh: blocks human Gai1 binding to RGS12 GoLoco peptide, red readout; Gai1:RGS12 GoLoco peptide FP, rhodamine, 10 min; Potency, µM (series often up to 61.6 µM), for inactives: at the highest dose activity, negative = inhibition, actives largely listed as inhibitors; 230,000 tested, 0.44% active; active = well fitted inhibition curve with a large enough effect, not every such curve was filed as active; inactive = no such curve, though single readings can be large or run the other way; also: % is scaled to controls: 0 for no effect and ±100 for the full control effect; nearly all actives have a fitted effect of over 30% in size; many of its hits are not listed in these tables
Target sequence (P63096 whole entry, looked up): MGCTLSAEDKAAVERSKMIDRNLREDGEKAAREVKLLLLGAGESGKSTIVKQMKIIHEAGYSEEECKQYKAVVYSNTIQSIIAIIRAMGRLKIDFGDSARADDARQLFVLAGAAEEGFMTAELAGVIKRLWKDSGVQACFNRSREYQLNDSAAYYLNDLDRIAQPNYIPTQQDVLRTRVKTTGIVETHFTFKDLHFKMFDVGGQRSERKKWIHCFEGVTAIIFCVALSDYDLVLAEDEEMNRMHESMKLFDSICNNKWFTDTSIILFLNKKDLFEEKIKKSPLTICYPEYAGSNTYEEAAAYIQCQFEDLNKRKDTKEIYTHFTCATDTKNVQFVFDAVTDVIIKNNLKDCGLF
HTT aggregate: inhibitors of mutant huntingtin aggregate formation in PC12 cells; PC12 HttQ103-GFP aggregates, Acumen cytometry, 40 h; Potency, µM (highest dose often 46.1 µM), without a hit: at the highest dose activity change, negative = inhibition, actives largely listed as inhibitors; 220,000 tested, 1.1% active; also: % is scaled to controls: 0 for no effect and ±100 for the full control effect; nearly all actives have a fitted effect of over 60% in size
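Inducible Q103 Huntingtin exon 1–GFP PC12 line, 1500 cells/well in phenol red free DMEM with 5% equine and 5% calf serum. Tebufenozide 100 nM induced expression; compounds titrated; aggregates quantified by cytometry.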
GAA inh: blocks human lysosomal alpha-glucosidase | Potency, µM (highest dose often 76.9 µM), for the others: top-dose activity change, negative = inhibition, actives largely listed as inhibitors | 200,000 tested, 0.005% active | purified human GAA, 4-MU-alpha-glucoside fluorescence | P10253;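 also: plate controls were uninhibited enzyme wells for no effect and no-enzyme background for full effect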
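AC50 values come from Hill fits of compound titrations (up to 77 uM) against 4 nM human enzyme. Substrate 4-methylumbelliferyl-alpha-D-pyranoside at 400 uM, pH 5.0 citrate buffer, 20 min room temperature; fluorescence Ex 365/Em 440 after alkaline stop.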
An asterisk follows results filed as active; u = inconclusive; x = not tested or not shown; & = joins results of further samples; [ ] = dose if it differs, or a comment. Unless noted, calls follow the shape of the dose curve; as a rule, active = well fitted curve in the direction sought with a large enough effect; inconclusive = small, poorly fitted or top-dose-only effect, or another doubt; inactive = no such curve, though single readings can be large; an effect the other way counts as inactive or inconclusive. Potency is read from the fitted curve at half-maximal effect. An excerpt, so the mix of outcomes need not match the whole.

nr	structure	HTT aggregate	HTT ATP protect	aGlu spleen mod	IMPase Li cell	GAA glycogen	GAA inh	RGS12 GoLoco inh
1	O=C(O)c1ccc(-c2nc(-c3ccccc3Cl)cs2)cc1	23%	-63%[inhibitor]	9%	-26%	-3%	0%	8%
2	CCCCc1nc2ccccc2n1CC(=O)NN	-10%	4%[10 µM]	-4%	-8%	5%	0%	8%
3	COc1ccc(C2C(C#N)=C(/N=C/N3CCN(C)CC3)OC3=C2C(=O)CC(C)(C)C3)cc1 (configuration not stated)	2%	-16%	6%	5%[38.3 µM]	1%	-3%	5%
4	O=C(NCC1OCCCN1S(=O)(=O)c1cc(F)ccc1F)C(=O)NC1CCCCC1 (configuration not stated)	18%	15%	x	-6%	-1%	-7%	5%
5	CC(C)(C)NC(=O)C(c1ccccc1)N(C(=O)c1ccco1)C1CC1 (configuration not stated)	u	0%	-3%	19%[38.3 µM]	5%	8%	10%
6	Cc1ccccc1Nc1nc2ccccc2n1C(C)C	4%	x	4%	6%	3%	1%	5%
7	COc1ccc(CNS(=O)(=O)NCc2ccc(OC)c(OC)c2)cc1	-21%	-16%	6%	11%	-6%	-5%	3%
8	O=c1[nH]c(=S)[nH]cc1Oc1ccc(Cl)cc1Cl	-11%[9.22 µM]	32%[10 µM]	8%	x	-24%	x	5%
9	CCCCn1c(SCc2nc3ccccc3s2)nc2ccccc2c1=O	-28%	31%[10 µM]	-6%	11%	14%	-3%	-4%
10	COc1ccc(NC(C)c2ccccc2)cc1 (configuration not stated)	5%	-2%	0%	7%	-8%	2%	19%
11	CCC(NS(=O)(=O)c1ccc(OC)cc1)C(=O)NCCC1=CCCCC1 (configuration not stated)	-12%	9%	-3%	0%[38.3 µM]	5%	-9%	7%
12	COc1ccc(NC(=O)C2CCN(c3nc(C)cc(C)n3)CC2)cc1	-8%	16%[1.9 µM]	4%	0%	0%	-1%	-2%
13	COCCn1c(C(=O)N2CCCC2)cc2c1C[C@H]1CN(C(=O)c3ccccc3)[C@@](Cc3ccc(F)cc3)(C(=O)OC)[C@@H]21	-8%	9%	6%&-14%	3%&8%	8%	4%	4%&0%
14	NNC(=O)c1ccc(COc2ccc3ccccc3c2)cc1	-13%[9.22 µM]	3%[10 µM]	4%	x	-13%	x	-4%
15	O=C(Nc1cccc(-c2cnc3ccccc3n2)c1)c1ccccc1	12%	-15%	1%	7%[38.3 µM]	4%	x	4%
16	CCOc1cc(C2C(C#N)=C(N)OC3=C2C(=O)CC(C)(C)C3)cc([N+](=O)[O-])c1O (configuration not stated)	8%	33%	-5%	2%	-16%	1%	-5%
17	Cc1ccc(S(=O)(=O)c2cc3cc(Br)ccc3oc2=O)cc1	7%	-11%[10 µM]	1%	1%	5%	-2%	-20%
18	CN1C(=O)N2CN(C3CCCCC3)CN3C(=O)N(C)C1C23 (configuration not stated)	13%	-8%[10 µM]	1%	-10%[38.3 µM]	-2%	-6%	-9%
19	Cc1ccc(C(=O)/C=C/c2ccccc2[N+](=O)[O-])cc1	4%[9.22 µM]	8%[10 µM]	2%	5%	6%	8%	9%
20	O=C(C1CCCN1S(=O)(=O)c1ccc(Cl)c(Cl)c1)N1CCCCC1 (configuration not stated)	2%	-10%	-5%	1%[38.3 µM]	-5%	2%	6%
21	CCN1CCN(C(c2cc(OC)ccc2OC)c2nnnn2Cc2ccccc2)CC1 (configuration not stated)	-6%	4%[10 µM]	-3%	7%[38.3 µM]	-4%	-1%	-7%
22	CCN(Cc1cc2cccc(C)c2[nH]c1=O)C(=O)c1ccccc1OC	1%	-4%[0.074 µM]	-12%	4%[38.3 µM]	2%	3%	3%
23	CCNc1ncc2ncc(=O)n(Cc3ccc(F)cc3)c2n1	x	-102%[inhibitor]	25%	9%	x	x	6%
24	COc1ccc(N2CCN(CC(=O)c3c[nH]c4ccccc34)CC2)cc1	1%[9.22 µM]	10%[10 µM]	-3%	x	0%	x	6%
25	O=C(c1ccccn1)N1CCN(S(=O)(=O)c2ccc3ccccc3c2)CC1	-25%	-45%[inhibitor]	-1%	0%	3%	u	2%
26	CC(=O)N(c1ccc2oc(=O)sc2c1)S(=O)(=O)c1ccccc1	12%	26%	-6%	-15%[38.3 µM]	-20%	u	1%
27	O=C(NCC(O)c1ccc([N+](=O)[O-])cc1)C1CCCCC1 (configuration not stated)	-8%	-8%	-2%	-9%	8%	-8%	2%
28	Cc1cccc(NC(=S)NCCc2ccc3c(c2)OCCO3)c1C	-26%	-5%	0%	11%	-6%	2%	6%
29	COC(=O)c1cn(C(=O)c2ccc(C)cc2)c2ccccc12	-13%[9.22 µM]	-13%[10 µM]	1%	-1%	-3%	-6%	-6%
30	COCCNCC(=O)C12CC3CC(CC(C3)C1)C2	-16%	-2%[0.074 µM]	0%	16%[38.3 µM]	4%	-8%	-16%
31	O=S1(=O)C=CC(Nc2ccccc2)C1 (configuration not stated)	1%	3%	-8%	-7%[38.3 µM]	4%	1%	-3%
32	CC(C)Nc1nc(N)c(C(=O)C23CC4CC(CC(C4)C2)C3)s1	-28%[9.22 µM]	-9%[10 µM]	-2%	x	-3%	x	-2%
33	CC(=O)N(CN1C(=O)CCC1=O)c1cccc(Cl)c1	7%	5%[10 µM]	-8%	-5%	-6%	2%	-8%
34	CC(=O)n1cc([C@@H]2C=C(C(=O)N3CCN(Cc4ccccc4)CC3)O[C@H](OCc3ccc(CO)cc3)C2)c2ccccc21	14%[9.22 µM]	9%[10 µM]	-14%	10%	1%	x	5%
35	CCCCn1nnnc1NCc1cc(Cl)c(OC)c(OC)c1	9%	u	3%	-9%	7%	2%	-6%
36	Cc1ccccc1S(=O)(=O)Cc1ccc(C(=O)O)o1	8%	-11%	2%	23%[38.3 µM]	4%	-6%	-2%
37	COCCCn1c(=O)/c(=C\c2ccc(OC(F)F)c(OC)c2)s/c1=C(/C#N)C(=O)NCCOC	-4%[9.22 µM]	1%[10 µM]	1%	x	3%	-8%	7%
38	C[C@H](N)C(=O)O	x	-50%[inhibitor][1.9 µM]	-3%	8%	x	x	0%
39	O=C(Nc1ccccc1Cl)O/N=C(/c1ccccc1)c1ccccn1	-2%	-27%	-6%	3%[38.3 µM]	2%	-1%	3%
40	O=S(=O)(Nc1nccs1)c1ccc(Br)cc1	x	x	-4%	3%	7%	5%	12%
41	Cn1nnnc1SCC(=O)NCc1cccc(C(=O)O)c1	-5%	0%[0.074 µM]	0%	27%[38.3 µM]	0%	-2%	0%
42	CC(C)Sc1nc2c(c(=O)[nH]c(=O)n2C)n1CC(O)COc1ccccc1 (configuration not stated)	-11%	-14%	3%	9%	6%	-1%	0%
43	Cc1nc(-c2cccc(NS(=O)(=O)c3ccc4ccccc4c3)c2)cs1	u	-34%	-7%	15%[38.3 µM]	-6%	6%	-8%
44	O=C1CC(c2ccccc2)Cc2nc(N3CCc4ccccc4C3)ncc21 (configuration not stated)	21%	-30%	-1%	18%[38.3 µM]	-6%	1%	3%
45	Fc1ccc(Nc2ncnc3sc4c(c23)CCC4)cc1F	10µM*	-18%[10 µM]	5%	20%	10%	-11%	5%
46	O=C(c1cnc2n(c1=O)CCS2)N1CCN(c2ccc(Cl)c(Cl)c2)CC1	-29%	-4%	-1%	8%[38.3 µM]	-2%	6%	-1%
47	Cc1ccc(N2CC(=O)Nc3c(oc4nc(-c5ccccc5)cc(C)c34)C2=O)cc1	2%[9.22 µM]	-14%[10 µM]	3%	x	4%	x	1%
48	O=C(COc1ccc(C(=S)N2CCOCC2)cc1Cl)Nc1ccccc1Cl	2%	-22%	-16%	-2%	5%	5%	-13%
49	OCC[n+]1ccc(/C=C/c2c[nH]c3ccccc23)cc1	-2%	24%[10 µM]	-8%	29%	18%	-3%	-34%
50	Cc1nc(SCC(=O)O)c(C#N)c2c1CCCC2	-5%[9.22 µM]	-13%[10 µM]	-1%	x	4%	x	0%

Continuation.
nr	structure	HTT aggregate	HTT ATP protect	aGlu spleen mod	IMPase Li cell	GAA glycogen	GAA inh	RGS12 GoLoco inh
51	COc1ccc(/C=N\NS(=O)(=O)c2ccc(Cl)cc2)cc1COc1ccccc1[N+](=O)[O-]	3%	-3%[10 µM]	-7%	-4%	-1%	-6%	-8%
52	CCc1ccc(NCCC(=O)c2ccc(Cl)cc2)cc1	7%	-14%	-21%	11%[38.3 µM]	1%	2%	-10%
53	CCCCOC(=O)CCn1[nH]c(=O)c2ccccc2c1=O	-5%	3%	1%	-7%[38.3 µM]	0%	u	-3%
54	CC(=O)Nc1cccc(NC(C)=C(C#N)C#N)c1	-3%	9%[10 µM]	3%	7%	-2%	9%	-14%
55	COc1cc(NC(=O)CSc2ncnc3scc(-c4ccccc4)c23)c(C(=O)O)cc1OC	-4%[9.22 µM]	2%[10 µM]	2%	14%	-9%	-4%	-1%
56	Cc1cc(C)cc(Nc2cc(=O)n(C3CCCCC3)c(=O)[nH]2)c1	u	-50%[inhibitor]	4%	6%[38.3 µM]	3%	-1%	-11%
57	COc1ccccc1C(=O)NCCc1nc2ccccc2[nH]1	17%	-2%[0.074 µM]	-3%	4%[38.3 µM]	5%	0%	-4%
58	COC(CNC(=O)C1CC(=O)N(CCc2ccccc2)C1)OC (configuration not stated)	-7%	-4%	-3%	27%[38.3 µM]	-9%	-1%	-3%
59	O=C(Oc1ccccc1)c1ccc2nsnc2c1	-5%	2%[10 µM]	-6%	-2%	-2%	0%	16%
60	CCCCCCC(=O)N(O)C1CC(=O)N(c2ccc(Cl)cc2)C1=O (configuration not stated)	-13%[9.22 µM]	-2%[10 µM]	-6%	x	1%	x	55%[activator]
61	COc1ccccc1/C=C/C=N/NC(=O)Cc1cccn1C	22%	9%[10 µM]	5%	5%	-5%	-10%	8%
62	OCCN1CCN(c2ncnc3ccc(Br)cc23)CC1	4.5µM*	13%	-5%	5%[38.3 µM]	2%	-5%[15.4 µM]	-3%

Compound profiles, from the list above. Values in the order: HTT aggregate, HTT ATP protect, aGlu spleen mod, IMPase Li cell, GAA glycogen, GAA inh, RGS12 GoLoco inh
`CC(=O)Nc1cccc(NC(C)=C(C#N)C#N)c1` in the list: -3%, 9%[10 µM], 3%, 7%, -2%, 9%, -14%
`CCCCCCC(=O)N(O)C1CC(=O)N(c2ccc(Cl)cc2)C1=O` (configuration not stated) in the list: -13%[9.22 µM], -2%[10 µM], -6%, x, 1%, x, 55%[activator]

Down the list, from the results shown:
GAA glycogen for nos. 51 to 60, in order: -1%, 1%, 0%, -2%, -9%, 3%, 5%, -9%, -2%, 1%
RGS12 GoLoco inh for nos. 51 to 60, in order: -8%, -10%, -3%, -14%, -1%, -11%, -4%, -3%, 16%, 55%[activator]
